TRPC6 act: mouse TRPC6 channel activators, primary screen, cell-based, HEK293, membrane potential dye; AID 2550, 2010; B-score at 10 µM; HEK293-TRPC6 membrane potential dye fluorescence; hits give high values; 310,000 compounds, 0.13% hits;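 active means B-score of the integrated fluorescence ratio above library mean plus 3 SD, and starting fluorescence ratio within library mean plus 5 SD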;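 further: higher score means more depolarization so channel activation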
MrgX1 antag: antagonists of human MrgX1 receptor, primary screen, HEK293 cells, Fluo-4 calcium flux; BAM8-22 antagonism; hits give low values; B-score at 10 µM; 310,000 compounds, 1.3% hits;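 active means calcium-response B-score plate-corrected more than 3 library SD below zero, starting fluorescence within 5 deviations, no agonist response on first addition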;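 further: peak minus trough fluorescence over baseline after final BAM8-22 challenge near maximal dose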
Target sequence (Q96LB2 whole entry, looked up): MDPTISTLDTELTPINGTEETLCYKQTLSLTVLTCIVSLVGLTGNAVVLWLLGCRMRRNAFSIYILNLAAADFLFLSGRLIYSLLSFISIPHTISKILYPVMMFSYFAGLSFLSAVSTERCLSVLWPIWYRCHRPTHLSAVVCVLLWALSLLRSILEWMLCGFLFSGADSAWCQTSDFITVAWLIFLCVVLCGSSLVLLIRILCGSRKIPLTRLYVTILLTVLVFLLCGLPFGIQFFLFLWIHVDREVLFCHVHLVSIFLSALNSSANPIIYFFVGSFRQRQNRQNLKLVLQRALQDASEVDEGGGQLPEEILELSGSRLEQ
HDAC3 inh: HDAC3 deacetylase inhibitors, primary screen, biochemical, fluorescence, cell-free homogeneous. Histone deacetylase 3 (Homo sapiens), O15379. recombinant HDAC3, fluorogenic peptide/trypsin coupled. 320,000 compounds, 0.15% hits. inhibition, % at 8.3 µM; in the data active means inhibition above about 26%, passing the limit was not always enough
Target sequence (O15379 whole entry, looked up): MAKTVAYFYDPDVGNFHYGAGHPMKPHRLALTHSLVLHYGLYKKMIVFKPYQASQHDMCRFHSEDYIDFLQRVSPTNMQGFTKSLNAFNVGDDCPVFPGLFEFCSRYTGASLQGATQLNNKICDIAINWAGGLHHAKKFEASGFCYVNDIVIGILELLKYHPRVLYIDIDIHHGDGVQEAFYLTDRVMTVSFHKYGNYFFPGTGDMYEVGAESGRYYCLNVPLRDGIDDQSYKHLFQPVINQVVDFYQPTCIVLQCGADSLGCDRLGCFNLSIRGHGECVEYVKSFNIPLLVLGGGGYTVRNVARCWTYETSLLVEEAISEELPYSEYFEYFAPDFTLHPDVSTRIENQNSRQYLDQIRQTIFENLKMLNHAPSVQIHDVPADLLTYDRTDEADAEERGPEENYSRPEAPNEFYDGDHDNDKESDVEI
MrgX1 agonist: agonists of human MrgX1 receptor, primary screen, HEK293 cells, Fluo-4 calcium flux; 310,000 compounds, 0.44% hits; B-score at 10 µM; AID 588627, 2011; Fluo-4 calcium fluorescence, agonist mode; hits give high values;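 active means calcium response B-score plate-corrected fluorescence ratio at least 3 library SD, with starting fluorescence B-score inside 5 SD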
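Material: MrgX1-expressing HEK293 cells / Dosing: compound as first of three additions / Incubation: overnight seeding, then 1 h dark dye loading / Signal: Fluo-4 NW calcium fluorescence / Evaluation: B-scored fluorescence response ratio / Benchmarks: positive and negative control wells on each plate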
ANO1 block: TMEM16A chloride channel inhibitors, primary screen, cell-based, HTS; Anoctamin-1 (Mus musculus), Q8BHY3; HEK293 TMEM16A/YFP iodide influx fluorescence, ionomycin; normalized B-score (activity score, 25-100; higher = stronger inhibition) at 10 µM; 310,000 compounds, 1.2% hits; AID 588511, 2011;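 active means ratio plate-corrected score three or more library SD toward inhibition, starting fluorescence score within five deviations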;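 further: score derived from kinetic fluorescence span divided by baseline fluorescence per well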
TRPC6 inh: mouse TRPC6 channel inhibitors, primary screen, cell-based, HEK293, membrane potential dye. Short transient receptor potential channel 6 (Mus musculus), Q61143. ACh-evoked depolarization; hits give low values. B-score at 10 µM. 310,000 compounds, 1.1% hits. AID 2553, 2010;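 active means B-score under library mean minus 3 SD, initial fluorescence not abnormally high, positive integrated signal ratio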;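 further: B-score derived from integrated fluorescence ratio over the kinetic read; more negative B-score means stronger inhibition of depolarization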
TMEM16A act: TMEM16A chloride channel activators or potentiators, primary screen, cell-based, HTS; HEK293 TMEM16A/YFP-H148Q/I152L, iodide quench fluorescence; hits give low values; B-score at 10 µM; Anoctamin-1 (Mus musculus), Q8BHY3; 340,000 compounds, 0.3% hits;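 active means fluorescence-ratio B-score plate-corrected deviation score at least 3 library SD below zero, with starting fluorescence score within 5 deviations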;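 further: channel opened by trigger with iodide after compound preincubation; score built on the fluorescence ratio of max minus min over baseline; more negative score means more quench and so TMEM16A activation or potentiation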
SKKanGAS inh: S. pyogenes SKKanGAS growth inhibitors in kanamycin, primary screen, streptokinase expression inhibitor project, SKKanGAS strain, BacTiter-Glo luminescence. 6 h. inhibition, % at 7.5 µM. 300,000 compounds, 1.3% hits;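 active means mean replicate score, as percent of positive control median, at least 50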;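 further: strain carries kanamycin resistance gene driven by streptokinase promoter and grows in 40 µg/ml kanamycin; loss of luminescence reflects streptokinase promoter inhibition or plain growth inhibition; 0% = median of DMSO wells and 100% = positive control at its reference dose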
RGS4 act: RGS4 potentiators or activators, primary screen, cell-based, HEK293 M3R inducible RGS4, calcium flux. 310,000 compounds, 0.92% hits. carbachol calcium flux Fluo4; hits give low values. B-score at 10 µM;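 active means B-score of the integrated calcium signal more than 4 SD below the library mean, with starting fluorescence not abnormally high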;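 further: negative B-score means reduced calcium response which marks RGS4 activation or potentiation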
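Detection: kinetic calcium fluorescence imaging with Fluo4-AM dye, 2 µM / Material: HEK293 cells with stable M3R and inducible RGS4 / Schedule: recording 10 s baseline at 1 Hz, 100 s post-agonist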
MrgX1 PAM: positive allosteric modulators of MrgX1, primary screen, HEK293 cells, Fluo-4 calcium flux; Mas-related G-protein coupled receptor member X1 (Homo sapiens), Q96LB2; B-score at 10 µM; 310,000 compounds, 0.63% hits; FDSS; hits give high values;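 active means plate-corrected calcium response at least 3 library SD above typical, normal starting fluorescence, not activating the receptor alone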;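 further: compound read alongside a low EC10 to EC30 dose of BAM8-22 agonist; peak minus trough fluorescence over baseline measured at the second addition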
RGS4 block: RGS4 inhibitors, primary screen, cell-based, HEK293 M3R inducible RGS4, calcium flux | B-score at 10 µM | Fluo-4 calcium flux; hits give high values; triggered by carbachol at its EC20 | 310,000 compounds, 0.45% hits | Regulator of G-protein signaling 4 (Homo sapiens), P49798 | AID 463165, 2010;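 active means B-score, a plate-corrected calcium signal, over three deviations above library mean, with baseline fluorescence within five deviations of library mean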;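 further: RGS4 expression induced by doxycycline in cells with stable M3 receptor; B-score is computed from the integrated fluorescence ratio over baseline after carbachol; higher B-score means a larger calcium signal and so more RGS4 inhibition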
Target sequence (P49798 whole entry, looked up): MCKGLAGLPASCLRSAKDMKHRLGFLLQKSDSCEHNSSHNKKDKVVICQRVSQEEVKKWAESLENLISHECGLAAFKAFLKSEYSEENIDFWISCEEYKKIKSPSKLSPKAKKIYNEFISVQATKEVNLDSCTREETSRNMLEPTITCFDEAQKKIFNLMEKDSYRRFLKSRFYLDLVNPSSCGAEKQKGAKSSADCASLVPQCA
* = called active by the depositor; i = inactive; / = not tested or not shown.

Each structure is followed by: TRPC6 act, MrgX1 antag, HDAC3 inh, MrgX1 agonist, ANO1 block, TRPC6 inh, TMEM16A act, SKKanGAS inh, RGS4 act, MrgX1 PAM, RGS4 block
O=C(Nc1ccccc1O)c1ccc([N+](=O)[O-])cc1
    i, i, 53*, i, i, i, i, 3, i, i, i
O=C(NCCc1nc(-c2ccc(F)cc2)no1)c1ccc(F)cc1
    /, i, 0, i, i, /, i, /, /, i, /
N#Cc1cc([N+](=O)[O-])ccc1NC(=O)COC(=O)C1CC2CCCC(C1)C2=O (stereo unspecified)
    i, i, 0, i, i, i, i, -10, i, i, i
COc1cccc(C2NC(=O)NC(C)=C2C(=O)Nc2ccc(C)cc2)c1 (stereo unspecified)
    i, i, 0, i, i, i, i, 3, i, i, i
Cc1ccc(CN2CC(C(=O)NCC(=O)Nc3c(C)cccc3C)CC2=O)cc1 (stereo unspecified)
    i, i, 4, i, i, i, i, -3, i, i, i
O=C(NCc1ccccc1)c1onc(CS(=O)(=O)c2ccc(Cl)cc2)c1C(=O)NCc1ccccc1
    i, i, -8, i, i, i, i, 2, i, i, i
Cc1ccc(NC(=O)Cn2cccc2)cc1C
    i, i, -4, i, i, i, i, -2, i, i, i
Cn1c(=O)c2sccc2n2c(CCCC(=O)NC3CCN(Cc4ccccc4)CC3)nnc12
    i, i, 2, i, i, i, i, 3, i, i, i
COc1ccc(CC(=O)NCC(=O)NCc2cc(=O)n(C)c(=O)n2C)cc1
    i, i, 1, i, i, i, i, 1, i, i, i
Cc1cc(N2CCN(C)CC2)nc2ccc(NC(=O)c3ccc(Br)o3)cc12
    i, i, 10, i, i, -6.3*, i, 4, i, i, i
Cc1ccc(-n2c(C)cc(C3=NNC(=NC4CC4)SC3)c2C)cc1C
    i, i, 6, i, i, i, i, 6, i, i, i
Cc1ccc(C(=O)N/C(=C\c2ccc(-c3ccc(Br)cc3)o2)C(=O)NC2CCS(=O)(=O)C2)cc1 (stereo unspecified)
    i, i, 1, i, i, i, i, 6, i, i, i
CCOc1ccc(NC(=O)C(=O)NCCCn2ccnc2)cc1
    i, i, -3, i, i, i, i, -8, i, i, i
CC(Sc1nc2ccccc2s1)C(=O)NC1CCCc2ccccc21 (stereo unspecified)
    i, i, /, i, i, i, i, -2, i, i, i
CC(=O)n1cc([C@@H]2C=C(C(=O)N3CCN(Cc4ccc5c(c4)OCO5)CC3)O[C@H](OCc3ccc(CO)cc3)C2)c2ccccc21
    i, i, 3, i, i, i, i, 24, i, i, i
CC(=O)c1sc2nc(-c3ccc(C)cc3)c3c(c2c1N)CCCC3
    i, i, -2, i, i, i, i, 6, i, i, i
C=CCNC(=O)C1(c2ccccc2)CC1(Cl)Cl (stereo unspecified)
    i, i, 0, i, i, i, i, -9, i, i, i
COc1ccc(S(=O)(=O)Nc2nnc(CC(C)(C)C)s2)cc1
    i, i, -1, i, i, i, i, -1, i, i, i
O=C(NCC(c1ccco1)N1CCCC1)c1cccc(S(=O)(=O)Nc2ccc(Br)cc2)c1 (stereo unspecified)
    i, i, 3, i, i, i, i, -1, i, i, i
Cc1cccc(N2CCN(C(=O)c3ccccc3OCc3c(C)noc3C)CC2)c1C
    i, i, -3, i, i, i, i, 1, i, i, i
O=C(CCn1nnnc1CN1CCOCC1)N1CCC(c2ccccc2Cl)C1 (stereo unspecified)
    i, i, 0, i, i, i, i, 7, i, i, i
CC(C)CCNC(=O)CCCC1=NS(=O)(=O)c2ccccc2N1
    i, i, 4, i, i, i, i, -9, i, i, i
COCCCN(C(=S)NC(=O)c1ccc(Br)cc1)c1c(N)n(Cc2ccccc2)c(=O)[nH]c1=O
    i, i, -9, i, i, i, i, -3, i, i, i
Cc1ccc(NC(=O)CC(C)S(=O)(=O)c2ccc3c(c2)NC(=O)CO3)c(Cl)c1 (stereo unspecified)
    i, i, 1, i, i, i, i, 6, i, i, i
CCc1cc(=O)oc2cc3occ(C)c3cc12
    i, i, -1, i, i, i, i, 4, i, i, i
C=CCSc1nc(-c2ccc3c(c2)OCO3)cc(C(F)(F)F)c1C#N
    i, i, 9, i, i, i, i, 10, i, i, i
O=C(Nc1ccc(NC(=O)c2ccco2)nc1)c1ccccn1
    i, i, -6, i, i, i, i, 6, i, i, i
CNC(=O)c1cccc(NC(=O)CCCNC(=O)c2ccc(Cl)cc2)c1
    i, i, -10, i, i, i, i, -5, i, i, i
CCOc1ccc(NC(=O)CN(C)C(=O)c2cccnc2SC)cc1OCC
    i, i, 0, i, i, i, i, -2, i, i, i
O=C(COC(=O)Cc1ccc(Br)cc1)NCc1ccc(F)cc1
    i, i, 0, i, i, i, i, -10, i, i, i
Cc1cccc(NC(=O)CN2C(=O)N/C(=C/c3cc(C)n(-c4ccncc4)c3C)C2=O)c1
    i, i, 2, i, i, i, i, -2, i, i, i
O=C(Cc1cccs1)Nc1nnc(SCC(=O)N2CCCCC2)s1
    i, i, 0, i, i, i, i, 9, i, i, i
CCN1CCN(CCNC(=O)C2CCN(Cc3nc(-c4ccc(Cl)cc4)oc3C)CC2)CC1
    i, i, -2, i, i, i, /, -5, i, i, i
Cc1nn(-c2ccccc2)c(C)c1NC(=O)Cc1cccs1
    i, i, 3, i, i, i, i, -2, i, i, i
Cc1nc(S(=O)(=O)Nc2ccc3c(c2)OCCO3)cn1C
    i, i, -8, i, i, i, i, -6, i, i, i
CC1=C(C(=O)Nc2ccccc2)C(c2ccccc2)N2C(=O)CSC2=N1 (stereo unspecified)
    i, i, 1, i, i, i, i, 9, i, i, i
Cc1cc(NC(=O)c2ccc(F)cc2)n(-c2ccccn2)n1
    i, i, 0, i, i, i, i, -10, i, i, i
Cc1ccc(P(=O)(CO)c2ccc(C)cc2)cc1
    i, i, -3, i, i, i, i, -4, i, i, i
CCC(C)C(=O)Nc1ccc([N+](=O)[O-])cc1OC (stereo unspecified)
    i, i, 7, i, i, i, i, -1, i, i, i
O=C(CC(Nc1ccc(F)cc1)C(=O)OCC(=O)c1cccs1)c1ccccc1 (stereo unspecified)
    i, i, 7, i, i, i, i, 3, i, i, 6.2*
CCOC(=O)CSc1ccc(S(=O)(=O)N2CCC(C)CC2)cc1[N+](=O)[O-]
    i, i, 0, i, i, i, i, -1, i, i, i
CCc1nc2nc(C)c(NS(=O)(=O)c3ccc(Br)s3)c(=O)n2[nH]1
    i, i, 2, i, i, i, i, 0, i, i, i
Cc1oc2ccc(OS(C)(=O)=O)cc2c1C(=O)OC(C)C
    i, i, 3, i, i, i, i, -10, i, i, i
CC(C)(C)c1cc2nc3c(c(=O)n2[nH]1)CN(Cc1ccccc1)C3=O
    i, i, -14, i, i, i, i, 0, i, i, i
O=C(CCn1c(=O)c2sccc2n(CC(=O)NCc2ccco2)c1=O)NCc1ccccc1
    i, i, -2, i, i, i, i, -1, i, i, i
CCOC(=O)C(NCCc1ccccc1F)(NC(=O)CC)C(F)(F)F (stereo unspecified)
    i, i, -12, i, i, i, i, 1, i, i, i
O=C(Nc1nnc(-c2ccco2)o1)c1ccc2ccccc2c1
    i, i, 13, i, i, i, i, 92*, i, i, i
CC1=NN2C(=N)/C(=C\c3cc(C)n(-c4ccc(C)cc4)c3C)C(=O)N=C2S1
    i, i, 4, i, i, i, i, 26, i, i, i
CC1CCN(C(=O)C2CCN(c3nnc(-n4cccc4)s3)CC2)CC1
    i, i, 9, i, i, i, i, -3, i, i, i
Cc1cc(C(=O)OCC(=O)N2CCOCC2)c2ccccc2n1
    i, i, 5, i, i, i, i, 9, i, i, i
Cc1ccc(-c2nn3nnnc3c3ccccc23)cc1C
    i, i, -18, i, i, i, i, 16, i, i, i
CCOC(=O)c1sc(N/N=C/c2cc(Br)c(O)c(OC)c2)nc1C
    i, i, 1, i, i, i, i, 26, i, i, i
COc1ccccc1NS(=O)(=O)c1cccc(C(=O)N2CCN(C/C=C/c3ccccc3)CC2)c1
    i, i, 4, i, i, i, i, -2, i, i, i
CCOc1ccc(CCNC(=O)COC(=O)c2cc([N+](=O)[O-])ccc2N2CCOCC2)cc1OCC
    i, i, 8, i, i, i, i, -13, i, i, i
COC(=O)[C@@H]1C[C@H]2CC[C@H](O)C[C@H]2N1Cc1ccc(C(C)(C)C)cc1
    i, i, 0, i, i, i, i, 7, i, i, i
Cc1noc(C)c1COc1ccc(C(=O)OCC(=O)c2ccc3c(c2)OCCO3)cc1
    i, i, -3, i, i, i, i, -3, i, i, i
Cc1cc(NC(=O)c2cc(-c3ccc(Br)cc3)on2)no1
    i, i, 3, i, i, i, i, -1, i, i, i
COc1cc(NC(=S)NC(=O)c2ccc(C(C)(C)C)cc2)ccc1NC(=O)c1cccs1
    i, -6.2*, 4, i, i, i, i, 11, i, i, i
COC(=O)c1ccccc1NC(=S)NC(=O)COc1ccccc1Cl
    i, i, -4, i, i, i, i, 17, i, i, i

Reformatted with each value named: part of the list above.
COc1cc(NC(=S)NC(=O)c2ccc(C(C)(C)C)cc2)ccc1NC(=O)c1cccs1
  TRPC6 act: i
  MrgX1 antag: -6.2*
  HDAC3 inh: 4
  MrgX1 agonist: i
  ANO1 block: i
  TRPC6 inh: i
  TMEM16A act: i
  SKKanGAS inh: 11
  RGS4 act: i
  MrgX1 PAM: i
  RGS4 block: i

O=C(CCn1c(=O)c2sccc2n(CC(=O)NCc2ccco2)c1=O)NCc1ccccc1
  TRPC6 act: i
  MrgX1 antag: i
  HDAC3 inh: -2
  MrgX1 agonist: i
  ANO1 block: i
  TRPC6 inh: i
  TMEM16A act: i
  SKKanGAS inh: -1
  RGS4 act: i
  MrgX1 PAM: i
  RGS4 block: i

From PubChem BioAssay
